BCLXL inh – blocks human Bcl-xL binding to Bim BH3 peptide; inhibition, % at 10.9 µM; GST-Bcl-xL / FITC-Bim BH3 peptide fluorescence polarization; Q07817; actives 0.7% (n = 320,000);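 active means inhibition above the mean of all tested compounds plus 3 SD, cutoff set per campaign, cut at about 30% in these data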;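 further: 0% = DMSO wells and 100% = unlabeled Bim-BH3 peptide competitor; inhibitors lower millipolarization by displacing the labeled peptide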
Target sequence (Q07817 whole entry, looked up): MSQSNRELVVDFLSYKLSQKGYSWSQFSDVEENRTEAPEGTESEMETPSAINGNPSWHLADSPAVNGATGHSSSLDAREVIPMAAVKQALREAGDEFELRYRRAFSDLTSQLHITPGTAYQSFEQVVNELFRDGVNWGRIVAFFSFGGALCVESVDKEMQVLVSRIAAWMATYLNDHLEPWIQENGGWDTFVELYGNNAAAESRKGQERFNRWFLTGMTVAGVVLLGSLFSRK
GLD-1 TGE inh – GLD-1-TGE RNA interaction inhibition (C. elegans); inhibition, % at 5.96 µM; actives 0.44% (n = 320,000); purified GLD-1 + fluorescein TGE RNA, fluorescence polarization; AID 2280;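 active means percent inhibition above a per-plate cutoff, the plate mean of test compounds plus 3 SD, cut at about 30% in these data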;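 further: 0% = DMSO wells with GLD-1 and probe and 100% = wells lacking GLD-1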
PME-1 inh – blocks human protein phosphatase methylesterase 1; Q9Y570; actives 0.53% (n = 320,000); inhibition, % at 5.9 µM; recombinant PME-1, FP-Rh probe fluorescence polarization;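 active means inhibition above the campaign mean of all compounds plus 3 SD, cut at about 26% in these data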;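 further: competitive labeling of PME-1 active site by serine hydrolase directed probe; 0% = PME-1 with DMSO and 100% = wells lacking PME-1 enzyme; inhibitors block probe labeling so polarization falls and inhibition rises; many of its hits are not listed in these tables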
pPAFAH FP inh – inhibitors of human plasma PAF acetylhydrolase (pPAFAH); recombinant pPAFAH, FP-rhodamine probe fluorescence polarization; inhibition, % at 3.39 µM; actives 1.5% (n = 330,000);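 active means inhibition above the mean inhibition across the screen plus 3 SD, cut at about 25% in these data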;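 further: inhibitors block binding of the rhodamine activity-based probe so polarization drops; 0% = enzyme with DMSO and 100% = wells lacking pPAFAH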
Target sequence (Q13093 whole entry, looked up): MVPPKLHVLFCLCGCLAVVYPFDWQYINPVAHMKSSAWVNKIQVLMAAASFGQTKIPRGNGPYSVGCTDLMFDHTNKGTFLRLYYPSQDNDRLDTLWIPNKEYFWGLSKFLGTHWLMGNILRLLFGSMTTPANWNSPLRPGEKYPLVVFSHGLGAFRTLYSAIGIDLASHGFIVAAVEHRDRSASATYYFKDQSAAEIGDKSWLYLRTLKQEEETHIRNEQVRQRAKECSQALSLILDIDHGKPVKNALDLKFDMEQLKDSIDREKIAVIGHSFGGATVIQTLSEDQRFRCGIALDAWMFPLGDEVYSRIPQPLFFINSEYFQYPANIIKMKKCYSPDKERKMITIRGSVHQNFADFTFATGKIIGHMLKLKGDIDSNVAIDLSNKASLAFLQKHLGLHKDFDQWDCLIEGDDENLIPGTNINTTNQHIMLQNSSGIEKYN
PAFAH1B2 inh – blocks human PAF acetylhydrolase 1b catalytic subunit 2. AID 492953. P68402. recombinant PAFAH1B2, FP-rhodamine activity probe, fluorescence polarization. actives 1.2% (n = 340,000). inhibition, % at 3.39 µM;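 active means inhibition above the mean of all tested compounds plus 3 SD, cut at about 24% in these data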;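 further: 0% = enzyme with DMSO and 100% = wells lacking PAFAH1B2; many of its hits are not listed in these tables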
MEX-5 binding – C. elegans MEX-5 TCR-2 RNA binding activity; activity score (negative = inhibition of binding), % at 10 µM; Q9XUB2; MEX-5/FITC-TCR2 RNA binding, fluorescence polarization; hits give low values; actives 0.38% (n = 300,000);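 active means inhibition past about -25% in most replicates, and total fluorescence under double the plate's negative control median, limit read from the data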;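 further: 0% = DMSO and -100% = 5 µM competing unlabeled TCR2 RNA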
Fam108B counter – Fam108B inhibition, counter-screen for RBBP9 inhibitors; inhibition, % at 9.51 µM; recombinant Fam108B, FP-Rh probe fluorescence polarization; actives 0.33% (n = 300,000); AID 1947;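 active means inhibition above the screen mean inhibition plus 3 SD, computed separately per campaign, cut at about 18% in these data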;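 further: inhibitors lower polarization as less probe binds the enzyme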
AHR act – activators of human aryl hydrocarbon receptor. P35869. AHR-responsive luciferase reporter cells, luminescence. activation, % at 5 µM. actives 2.5% (n = 320,000). AID 2796; in the data active means activation above about 47%;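 further: 0% = vehicle wells and 100% = reference agonist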
MCL1-BIM inh – MCL1-BIM-BH3 interaction inhibition (human). Q07820. actives 0.68% (n = 320,000). GST-MCL1 / FITC-Bim-BH3 fluorescence polarization. inhibition, % at 10.9 µM;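 active means inhibition above the mean inhibition of all tested compounds plus 3 SD, set per campaign, cut at about 40% in these data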;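 further: 0% = DMSO wells and 100% = unlabeled Bim-BH3 peptide control; higher means more loss of mP so more displacement of Bim peptide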
Target sequence (Q07820 whole entry, looked up): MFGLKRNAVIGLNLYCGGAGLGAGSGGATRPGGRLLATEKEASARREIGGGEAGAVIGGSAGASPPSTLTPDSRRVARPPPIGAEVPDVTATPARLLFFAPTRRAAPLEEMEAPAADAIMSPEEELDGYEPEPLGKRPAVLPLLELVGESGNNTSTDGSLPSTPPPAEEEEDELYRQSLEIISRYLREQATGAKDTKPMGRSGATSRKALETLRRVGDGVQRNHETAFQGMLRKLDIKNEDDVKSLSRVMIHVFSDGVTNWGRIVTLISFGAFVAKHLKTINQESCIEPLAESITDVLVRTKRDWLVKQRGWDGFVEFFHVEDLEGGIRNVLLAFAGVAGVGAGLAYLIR
* hit, by the source's call; . = not tested or not shown. The list is partial (hit frequency here may not be typical).

no.	Compound	BCLXL inh	GLD-1 TGE inh	PME-1 inh	pPAFAH FP inh	PAFAH1B2 inh
1	CCCC(=O)Nc1ccc(NC(=O)c2cccs2)cn1	8	4	5	2	1
2	Cc1cc(C)cc(NC(=O)CSc2nccn2Cc2ccco2)c1	3	2	3	3	6
3	O=c1c2ccccc2[nH]c(=S)n1CCCN1CCOCC1	0	3	-3	7	4
4	O=C(NNC(=O)c1cc(Cl)nc2ccccc12)c1ccccc1F	2	5	0	3	1
5	O=C(NCC1CCCO1)/C(=C\c1ccccc1F)NC(=O)c1ccccc1 (stereo not given)	0	-2	-2	0	-2
6	COC(=O)[C@@H](NC(=O)Nc1cccc(Br)c1)C(C)C	7	0	-6	0	-2
7	CC(=O)Nc1ccc(NC(=O)Cn2nc([N+](=O)[O-])c(Br)c2C)cc1	1	4	-7	2	3
8	COc1ccc(C=O)cc1CSc1ccccn1	6	7	-2	5	11
9	COc1ccc(OC)c(NC(=O)CSc2ncnc3c2cnn3-c2ccccc2Cl)c1	1	-6	-11	5	-2
10	CC(=O)Nc1ccc(NC(=O)c2ccc3c(c2)C(=O)N(c2ccccc2C)C3=O)cc1	2	-3	-10	5	-3

no.	MEX-5 binding	Fam108B counter	AHR act	MCL1-BIM inh
1	-5.2	-3	14	7
2	-0.4	0	2	-3
3	-0.9	4	2	-5
4	2.9	4	8	4
5	0.2	1	0	-4
6	1.8	-3	1	2
7	-1.6	4	1	0
8	2.0	3	1	4
9	0.4	1	3	-2
10	-2.7	-7	-1	7

Next section
no.	Compound	BCLXL inh	GLD-1 TGE inh	PME-1 inh	pPAFAH FP inh	PAFAH1B2 inh
11	COc1cccc(CNC(=O)C2CCCN(S(=O)(=O)N3CC(C)CC(C)C3)C2)c1 (stereo not given)	6	2	5	3	6
12	CC(=O)NCC1CCCN(C(=O)c2ccc(OC3CCN(Cc4ccccn4)CC3)cc2)C1 (stereo not given)	3	-1	-4	-2	3
13	Cc1cc(NC(=O)CSc2ccc3nnc(-c4ccccn4)n3n2)no1	2	-2	-6	0	2
14	O=C(COC(=O)c1ccc([N+](=O)[O-])o1)Nc1cccc(S(=O)(=O)N2CCCCC2)c1	-2	4	0	2	1
15	CCC(C)c1ccc(O)c(NC(=S)NC(=O)c2cccnc2)c1 (stereo not given)	3	0	14	6	14
16	CCn1c(SCC(=O)Nc2nccs2)nnc1-c1cccnc1	0	-2	6	2	0
17	CC1CCCCN1C(=O)c1ccc(OC2CCN(S(=O)(=O)N(C)C)CC2)cc1 (stereo not given)	8	0	3	1	1
18	CC(=O)C(=Nc1ccc(Cl)cc1Cl)NNc1cccc(Cl)c1	21	5	12	25*	-1
19	C[C@H](CO)N1C[C@H](C)[C@@H](CN(C)S(C)(=O)=O)Oc2ccc(NC(=O)Nc3ccc4c(c3)OCO4)cc2C1=O	.	4	.	14	1
20	O=C(c1ccc2c(c1)OCCO2)C1CCN(S(=O)(=O)c2cccc(F)c2)CC1	3	6	12	-1	-2

no.	MEX-5 binding	Fam108B counter	AHR act	MCL1-BIM inh
11	1.0	-1	-1	9
12	-4.7	-1	-1	-5
13	-0.6	0	5	1
14	0.1	1	2	-1
15	-0.5	2	4	0
16	0.1	0	27	4
17	0.6	5	-1	1
18	-1.5	9	2	28
19	.	.	8	.
20	2.2	5	-1	5

(continued)
no.	Compound	BCLXL inh	GLD-1 TGE inh	PME-1 inh	pPAFAH FP inh	PAFAH1B2 inh
21	Cc1c(C)[n+](=O)c(-c2ccco2)c(C)n1[O-]	-1	0	1	1	8
22	O=S(=O)(c1cccc2c(S(=O)(=O)N3CCCC3)cccc12)N1CCCC1	-1	9	-4	0	3
23	CCN(CC(=O)Nc1c(F)cccc1F)C(=O)c1ccc(N2CCCC2)c([N+](=O)[O-])c1	-1	1	-6	-1	1
24	COc1ccc(/C=C2\SC(=O)N(CCNC(=O)C3CC(=O)N(c4ccccc4)C3)C2=O)cc1 (stereo not given)	-3	1	0	0	1
25	COc1ccc(CCNC(=O)CSc2nc3[nH]ncc3c(=O)n2-c2ccccc2OC)cc1OC	-1	-3	2	4	10
26	COC(=O)c1cc(NC(=O)c2c(-c3c(Cl)cccc3Cl)noc2C)ccc1N1CCOCC1	1	3	-7	1	2
27	O=C(CSc1nnc(C2CC2)n1Cc1ccccc1)Nc1cccnc1Cl	1	1	1	4	1
28	O=C1c2ccccc2S(=O)(=O)N1CC(O)COc1ccc(Br)cc1 (stereo not given)	7	7	1	3	11
29	O=C(NCc1ccco1)Nc1ccc([N+](=O)[O-])cc1	3	7	-1	1	6
30	O=C1C(=O)N(c2ccccn2)C(c2ccc(F)cc2)/C1=C(/O)c1ccc(Br)cc1 (stereo not given)	2	-6	-3	0	3

no.	MEX-5 binding	Fam108B counter	AHR act	MCL1-BIM inh
21	-0.9	3	1	-5
22	1.3	-2	-1	-5
23	-1.6	0	2	1
24	-0.1	-1	0	3
25	0.3	0	1	-5
26	0.2	5	21	2
27	-1.2	1	-1	0
28	-2.1	0	0	8
29	0.7	-2	-1	-2
30	0.0	-1	1	4

The closing six records of the section before come first, to join the parts.
no.	Compound	BCLXL inh	GLD-1 TGE inh	PME-1 inh	pPAFAH FP inh	PAFAH1B2 inh
25	COc1ccc(CCNC(=O)CSc2nc3[nH]ncc3c(=O)n2-c2ccccc2OC)cc1OC	-1	-3	2	4	10
26	COC(=O)c1cc(NC(=O)c2c(-c3c(Cl)cccc3Cl)noc2C)ccc1N1CCOCC1	1	3	-7	1	2
27	O=C(CSc1nnc(C2CC2)n1Cc1ccccc1)Nc1cccnc1Cl	1	1	1	4	1
28	O=C1c2ccccc2S(=O)(=O)N1CC(O)COc1ccc(Br)cc1 (stereo not given)	7	7	1	3	11
29	O=C(NCc1ccco1)Nc1ccc([N+](=O)[O-])cc1	3	7	-1	1	6
30	O=C1C(=O)N(c2ccccn2)C(c2ccc(F)cc2)/C1=C(/O)c1ccc(Br)cc1 (stereo not given)	2	-6	-3	0	3
31	CC(=O)N1CCC2(CC1)C/C(=N\NC(=S)Nc1ccccc1C)c1cc(O)ccc1O2	9	-2	-3	14	13
32	S=c1[nH]nc(COc2ccccc2)n1/N=C/c1ccccn1	-21	0	-1	4	4
33	O=C(N/N=C/c1cccc(Oc2ccccc2)c1)c1ccccc1Br	-2	8	-3	-18	3
34	Cc1ccc(-n2nc(C)c3c(=O)[nH]c(C(F)(F)F)nc32)cc1	3	8	-2	0	.
35	CC(C)Cn1cnc2c(c1=N)C(c1ccccc1)C1=C(CC(C)(C)CC1=O)O2 (stereo not given)	4	7	-4	-6	-2
36	Cc1nc(SCn2nnc3ccccc3c2=O)nc(C)c1C	5	5	-9	-5	-3
37	CCN(CC(=O)Nc1c(F)cccc1F)C(=O)/C=C/c1cn(Cc2ccccc2)nc1-c1cccnc1	8	-5	1	-2	-3
38	O=C(CSc1nnc2ccccn12)Nc1ccc2c(c1)OCO2	3	4	-2	4	5
39	Cc1csc(=Nc2ccccc2)n1CCO	5	7	-4	2	2
40	COc1ccccc1NC(=O)Cn1c(=O)n2nc(C)nc2c2ccccc21	-7	0	2	-5	-2

no.	MEX-5 binding	Fam108B counter	AHR act	MCL1-BIM inh
25	0.3	0	1	-5
26	0.2	5	21	2
27	-1.2	1	-1	0
28	-2.1	0	0	8
29	0.7	-2	-1	-2
30	0.0	-1	1	4
31	1.8	0	7	10
32	1.7	-3	2	-16
33	-1.6	-7	0	1
34	1.2	4	1	-4
35	0.3	3	2	10
36	-1.7	5	8	11
37	-2.6	0	5	-2
38	-0.3	0	20	-4
39	0.2	-1	5	4
40	2.0	-1	20	-5

(list continues)
no.	Compound	BCLXL inh	GLD-1 TGE inh	PME-1 inh	pPAFAH FP inh	PAFAH1B2 inh
41	Cc1cc(C)n(/N=C/c2cccs2)c(=O)c1C#N	9	1	3	-4	4
42	CC1C/C(=N\NC(=O)CCc2ccc(S(=O)(=O)N3CCOCC3)cc2)CC(C)(C)C1 (stereo not given)	0	5	-3	-4	8
43	O=C(Nc1ccc(Cl)cc1)C1(S(=O)(=O)c2ccccc2)CC1	.	4	.	1	5
44	CC(=O)c1c(C(C)=O)c(C)n(C2CCCCC2)c1C	3	4	-5	1	3
45	C=CCNc1nc(C)nc(OC)n1	6	0	-5	7	0
46	CS(=O)(=O)Cc1ccc(C(=O)N2CCCC2c2cccs2)cc1 (stereo not given)	1	-4	-1	-4	6
47	COCCCN(CC(=O)O)S(=O)(=O)c1cccc(Cl)c1	2	-2	2	-1	2
48	COc1ccc(Cl)cc1NC(=S)Nc1ccccc1F	1	-2	-8	-3	1
49	N#C/C(=C\c1ccc(OC(=O)c2ccc(Br)s2)cc1)c1nc2ccccc2[nH]1	0	8	-13	3	-4
50	CC1CCCN(S(=O)(=O)c2coc(C(N)=O)c2)C1 (stereo not given)	2	4	-2	0	5

no.	MEX-5 binding	Fam108B counter	AHR act	MCL1-BIM inh
41	-1.3	0	-5	12
42	-0.5	4	5	-1
43	.	.	4	.
44	-2.3	-1	1	0
45	1.0	4	0	4
46	-2.7	-2	5	-4
47	-0.6	-1	0	-5
48	-1.4	-4	7	5
49	.	-1	9	-2
50	0.2	0	0	9

The results go on.
no.	Compound	BCLXL inh	GLD-1 TGE inh	PME-1 inh	pPAFAH FP inh	PAFAH1B2 inh
51	O=C(CCCn1cc([N+](=O)[O-])cn1)NC1CCCCCC1	5	3	0	0	-3
52	CCNc1nnc(-c2ccncc2)s1	-2	8	3	-1	7
53	COc1ccc(-c2nc(C(=O)NCCCN3CCOCC3)cc3c2[nH]c2ccccc23)cc1OC	5	-4	-6	9	3
54	Cc1cccc(NC(=S)N/N=C2\CC(C)(C)Oc3ccc(O)cc32)c1	1	0	18	15	8
55	CCN(CC)C1CCN(C(=O)c2ccc(OC3CCN(CCc4ccccc4)CC3)cc2)C1 (stereo not given)	-2	0	0	4	-5
56	O=S(=O)(/N=C(/c1ccccc1)N1CCCCC1)c1ccccc1	0	7	7	0	4
57	Cc1ccccc1NC(=O)CCC(=O)N/N=C/c1ccc(F)cc1	-7	-3	-2	-12	2
58	O=C(COC(=O)C1CC2C=CC1C2)Nc1cccc(S(=O)(=O)N2CCCCCC2)c1 (stereo not given)	7	6	6	16	3
59	C[C@@H](NC(=O)c1nc[nH]c1C(=O)NCC(=O)OC(C)(C)C)c1ccccc1	-1	-2	5	0	1
60	Cc1[nH]c(=S)c(C#N)c(C)c1CCC#N	0	1	-1	2	4
61	CCC(/C=N/Nc1ccc(S(=O)(=O)N2CCCC2)cc1[N+](=O)[O-])CC	2	12	3	1	1
62	O=C1CC(SC2=NCCS2)C(=O)N1c1cccc(Cl)c1Cl (stereo not given)	-2	2	-5	7	2
63	Cc1cc(OCC(=O)NCc2cccnc2)c2c(C)c(C)c(=O)oc2c1	5	0	7	5	7

no.	MEX-5 binding	Fam108B counter	AHR act	MCL1-BIM inh
51	-3.4	2	2	-1
52	1.8	-9	2	-2
53	-0.8	-2	-1	5
54	1.3	-1	45	11
55	-1.9	-2	0	-7
56	2.3	7	-2	4
57	1.4	-5	10	0
58	0.2	-2	0	0
59	-3.0	-6	-1	0
60	3.4	2	5	-2
61	1.5	-2	-1	-1
62	0.5	-5	3	-5
63	0.8	2	16	1

Bioassay records: PubChem BioAssay, several laboratories
